TDP1 cell CPT: qHTS for Inhibitors of human tyrosyl-DNA phosphodiesterase 1 (TDP1): qHTS in cells in presence of CPT; chicken DT40 Tdp1-/-;hTDP1 cells + 20 nM CPT, ATP luminescence, 48 h; Potency, µM (top dose mostly 46.2 µM), without a hit: at the top dose activity change, negative = growth inhibition, actives largely listed as inhibitors; 420,000 compounds, 12% hits; further: nearly all actives have a fitted effect of over 55% in size
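Chicken DT40 Tdp1-/- cells complemented with human TDP1, 400 cells/well, exposed to compounds plus 20 nM camptothecin for at least 48 h at 37 C; viability read as ATP content by CellTiter-Glo luminescence.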
KAT2A inh: qHTS Assay for Inhibitors of GCN5L2; GCN5L2 HAT assay, ThioGlo1 CoA-SH fluorescence; Potency, µM (doses to about 58.9 µM), for inactives: at the top dose activity change, negative = inhibition, actives largely listed as inhibitors; 390,000 compounds, 0.21% hits
Target sequence (Q92830 whole entry, looked up): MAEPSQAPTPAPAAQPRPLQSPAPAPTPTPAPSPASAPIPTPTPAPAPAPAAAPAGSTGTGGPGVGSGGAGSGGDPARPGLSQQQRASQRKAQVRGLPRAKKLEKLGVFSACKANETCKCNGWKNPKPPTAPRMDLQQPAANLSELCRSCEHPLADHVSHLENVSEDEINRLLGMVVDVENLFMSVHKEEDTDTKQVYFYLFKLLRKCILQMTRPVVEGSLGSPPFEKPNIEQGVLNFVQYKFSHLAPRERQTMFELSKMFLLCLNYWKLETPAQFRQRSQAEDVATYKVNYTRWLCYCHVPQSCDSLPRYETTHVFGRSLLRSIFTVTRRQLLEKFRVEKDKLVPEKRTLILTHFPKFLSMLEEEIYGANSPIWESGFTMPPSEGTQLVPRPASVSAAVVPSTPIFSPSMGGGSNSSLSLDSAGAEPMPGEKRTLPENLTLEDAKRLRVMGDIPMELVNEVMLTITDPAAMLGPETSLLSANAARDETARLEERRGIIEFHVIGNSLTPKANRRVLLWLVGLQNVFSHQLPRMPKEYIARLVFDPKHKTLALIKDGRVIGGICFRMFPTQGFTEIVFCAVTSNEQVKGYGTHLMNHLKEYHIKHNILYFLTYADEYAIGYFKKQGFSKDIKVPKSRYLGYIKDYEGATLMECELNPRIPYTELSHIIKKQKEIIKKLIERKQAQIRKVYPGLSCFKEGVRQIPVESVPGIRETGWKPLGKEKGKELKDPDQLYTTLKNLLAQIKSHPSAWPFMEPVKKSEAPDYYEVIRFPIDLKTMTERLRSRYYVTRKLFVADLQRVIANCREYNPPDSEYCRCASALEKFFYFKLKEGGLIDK
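Preincubate 20nM GCN5L2 with compound 15 min, RT → add 50uM ThioGlo1 + 75uM H3(1-25) + 70uM acetyl-CoA → read fluorescence 0 and 20 min. Primary qHTS; fluorescent artifacts likely.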
DT40 TDP1 no CPT: qHTS for Inhibitors of human tyrosyl-DNA phosphodiesterase 1 (TDP1): qHTS in cells in absence of CPT | DT40 Tdp1-/- hTDP1 cells, no CPT, ATP luminescence, 48 h | Potency, µM (highest dose often 46.2 µM), inactives show top-dose activity change, negative = growth inhibition, hits mostly inhibitors | 420,000 compounds, 15% hits; further: nearly all actives have a fitted effect of over 55% in size
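Luminescent ATP content (CellTiter-Glo) served as the growth readout. Knockout chicken DT40 cells expressing human TDP1 were exposed to compounds without camptothecin for a minimum 48 hr at 37 °C.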
The depositor's hits bear a star; ? = inconclusive; . = not tested or not shown; & = joins results of further samples. The call rests on the fitted dose curve; in most records, active means well fitted curve in the direction sought with a large enough effect; inconclusive means small, poorly fitted or top-dose-only effect, or another doubt; inactive means no such curve, though single readings can be large; an effect the other way counts as inactive or inconclusive. On the % scale 0 is the no-effect control and ±100 the full control effect; potency means the concentration at half of the fitted maximal effect.

molecule	TDP1 cell CPT	KAT2A inh	DT40 TDP1 no CPT
CCC1(C)NC(c2ccc3c(c2)OCO3)=CC(c2ccccc2O)N1 (centres undefined)	?	.	11.2µM*
O=C(COC(=O)c1ccccc1-n1cnnn1)c1ccc(F)c(F)c1	-2.6%	-12.6%	-9.0%
NC(=O)c1nsc(C(=O)N(CC(=O)NC2CCCC2)Cc2ccc3c(c2)OCO3)c1N	-0.5%&-7.4%	-1.1%	?
CS/C(N)=N/S(=O)(=O)c1ccc(NC(C)=O)cc1	-0.6%	18.9%	-5.5%
Cc1c(NC(=O)CSc2nnnn2-c2ccc(O)cc2)c(=O)n(-c2ccccc2)n1C	-11.4%	-8.1%	22.0%
CS(=O)(=O)N1CCN(CCN2C(=O)c3cccc4cccc(c34)C2=O)CC1	-9.0%	-17.9%	?
Cc1ccc(NC(=O)C(Cc2ccccc2)NS(=O)(=O)c2ccc3c(c2)CCC(=O)N3)cc1 (centres undefined)	2.2%	-6.3%	-44.2%
O=C(NCCc1c[nH]c2ccccc12)/C(=C\c1cccs1)NC(=O)c1ccccc1	?	-1.7%	?
O=C(CCC(=O)N(CC(=O)NC1CCCC1)Cc1cccs1)Nc1nccs1	-23.2%	-0.6%	-5.7%
CC(C)c1ccc(CNc2nc(-c3ccco3)nn2S(=O)(=O)c2ccccc2)cc1	23.1µM*	-19.6%	?
COc1ccc(/C(O)=C2/C(=O)C(=O)N(CC3CCCO3)C2c2ccc(OC)c(OC)c2)cc1 (centres undefined)	4.3%	-8.7%	6.0%
CCOc1cccc(SCc2noc(C(=O)NCCOC)c2C(=O)O)c1	9.3%	2.3%	-18.4%
Cc1ccc(-c2noc(CNC(=O)c3ccc4c(c3)OCO4)n2)cc1	7.9%	0.6%	?
CCc1ccccc1Nc1cc(C(=O)NC2CCC(C)CC2)c2ccccc2n1 (centres undefined)	11.6µM*	2.0%	?
O=C(COc1ccc(S(=O)(=O)N2CCCCC2)cc1)Nc1ccccc1F	-15.0%	-6.0%	-1.0%
Cc1cc(C)n2nc(SCC(=O)N3CCOCC3)nc2n1	13.0%	-2.4%	2.6%
O=C(NCc1ccco1)C1CC(c2cc(C(F)(F)F)cc(C(F)(F)F)c2)=NO1 (centres undefined)	2.59µM*	23.6%	2.31µM*
COc1ccc(C(C)=O)cc1CN1C(=O)NC(CC(C)C)C1=O (centres undefined)	-2.6%	-4.2%	1.1%
COc1ccc(N(C(=O)CCC(=O)Nc2cc(C)on2)C(C(=O)NC2CCCC2)c2ccco2)cc1 (centres undefined)	16.7%	-2.1%	-4.1%
CCS(=O)(=O)c1ccc2oc(SCC(=O)Nc3ccc(OC)c(OC)c3)nc2c1	-2.7%	-2.3%	-14.8%
CN(C)c1ccc(S(=O)(=O)N2CCCCC2)cc1NC(=O)CCNC(=O)c1ccc(Cl)cc1	-19.8%	-6.3%	-5.8%
COC(=O)c1ccc(C2c3c(-c4ccccc4O)n[nH]c3C(=O)N2Cc2ccncc2)cc1 (centres undefined)	18.4µM*	1.1%	?
CCOC(=O)c1ccc2c(c1)N(Cc1cc(C)ccc1C)C(=O)c1ccccc1S2(=O)=O	?	-3.6%	16.4µM*
COc1cccc(CNC(=O)c2ccccc2SCC(=O)N2CCCC2)c1	-12.1%	-7.7%	-4.0%
CCOC(=O)c1cnc(SCC(=O)OC)nc1N	?	-15.7%	-3.3%
C1=CC2c3ccccc3NC(c3ccncc3)C2C1 (centres undefined)	?	-3.4%	?
CC[C@H](C)[C@H](NC(=O)[C@H](Cc1ccc(O)cc1)NC(=O)[C@@H](N)C(C)C)C(=O)N[C@@H](Cc1cnc[nH]1)C(=O)N1CCC[C@H]1C(=O)N[C@@H](Cc1ccccc1)C(=O)O	-3.5%	2.4%	-3.2%
CN(CCCCCCN(C)Cc1ccccc1O)Cc1ccccc1O	?	?	?
CCc1ccc(NC(=O)Cn2c(=O)c3cccn3c3ccccc32)cc1	16.4µM*	-6.6%&-9.5%	4.11µM*
COc1ccccc1CC(=O)N1CCN(c2ccccc2F)CC1	-0.7%	-0.5%	?

molecule	TDP1 cell CPT	KAT2A inh	DT40 TDP1 no CPT
CCCCCCCCN1C(=O)[C@H](CC(=O)NCCCN2CCCC2=O)C[C@@]2(C(=O)OCC)CCCC=C12	?	.	?
Cc1ccc(C2/C(=C(\O)c3ccc4c(c3)OCCO4)C(=O)C(=O)N2Cc2cccnc2)cc1 (centres undefined)	-6.5%	-6.0%	8.0%
COc1cccc(CN(CC(=O)NCc2ccccc2)S(=O)(=O)CCl)c1	?	-6.3%	?
CCCCSc1n[nH]c(=S)c2nc[nH]c12	?	.	?
Nn1cc(-c2ccccc2)nc1SCC(=O)NCC1CCCO1 (centres undefined)	2.9%	0.4%	4.7%
CCC(=O)N1CCN(c2cc(N3CCN(C)CC3)c(F)cc2[N+](=O)[O-])CC1	-1.1%	-3.6%	-19.8%
COC(=O)CCCC[C@@H]1O[C@H](CCc2ccccc2)Cc2[nH]c(=S)[nH]c(=O)c21	-7.4%	.	?
COc1ccc([N+](=O)[O-])cc1NC(=O)c1ccccc1N(C)S(C)(=O)=O	-6.7%	-11.1%	-22.5%
O=C(Nc1ccncc1)Nc1ccc(F)c(Cl)c1	16.4µM*	-7.9%	?
Cc1ccc(-c2nn(-c3ccccc3)cc2NC(=O)CCl)cc1	3.26µM*	-10.4%	2.59µM*
O=C(CN1C(=O)CCC1=O)Nc1ccc2c3c(cccc13)CC2	6.9%	0.4%	10.9%
Cc1ccc(S(=O)(=O)N2CCN(C(=O)CN3C(=O)c4ccc([N+](=O)[O-])cc4C3=O)CC2)cc1C	-10.9%	-1.9%	-1.8%
Cc1ccccc1Nc1c(-c2ccc(Cl)s2)nc2c(C)cccn12	?	-5.5%	?
O=C(Nc1ccccc1Cl)c1ccc2nsnc2c1	5.4%	-0.7%	-17.8%
C/C(=N\NC(=O)c1c(Cl)cnn1C)c1cccc(NC(=O)COc2ccccc2)c1	-23.9%	2.9%	?
O=C(CSc1nnc2ccc(-c3ccccn3)nn12)Nc1ccccc1F	-25.6%	-2.8%	6.0%
CCc1nc(SCC(=O)NNC(=O)c2ccc(OC)cc2)c2ccccc2n1	?	0.0%	-15.9%
COc1ccc(NS(=O)(=O)c2cccc(C(=O)NCCc3ccc(S(N)(=O)=O)cc3)c2)cc1	-12.7%	0.1%	-13.7%
COc1cc(C(=O)Nc2c(C(=O)O)[nH]c3ccc(C)cc23)cc(OC)c1OC	-0.5%	-6.5%	-5.6%
CC(=O)NCCc1ccc(O)cc1	-7.3%	-23.8%	-16.5%
O=[N+]([O-])c1ccc(Oc2cccnc2)nc1	9.8%	-10.5%	-25.7%
C[C@H](CO)N1C[C@H](C)[C@@H](CN(C)S(C)(=O)=O)Oc2ccc(NC(=O)c3ccncc3)cc2C1=O	-1.4%	-1.5%	8.2%
COC(=O)N1CCC[C@@]2(CCN(c3ncccn3)C2)C1	-1.4%	-11.1%	-5.8%
O=C(C[C@@H]1C/C=C\CCCC(=O)OC[C@@H](c2ccccc2)NC1=O)NCCO	-25.7%	1.0%	2.0%
COc1ccccc1CC(NC(C)=O)C(=O)NC1CCN(C(=O)c2ccc(C)cc2)CC1 (centres undefined)	13.0%	-3.6%	6.5%
Fc1ccc(-c2ccc3c(c2)C2CC3CCN2)cc1 (centres undefined)	18.4µM*	.	23.1µM*
O=C(COc1cc2oc(=O)c3c(c2cc1Cl)CCC3)Nc1ccccn1	-21.8%	3.2%	0.0%
O=C1CSC(=S)N1Cc1cccnc1	4.61µM*	-2.6%	4.61µM*
COCC(=O)Nc1cc(C)cn(Cc2ccc(F)cc2)c1=O	-10.1%	-5.7%	3.8%
Cc1cc(C)c(C)c(S(=O)(=O)NC(C(=O)O)C(C)C)c1C (centres undefined)	4.8%	-3.9%	-4.0%

Reprinted at random: three records from the list.
molecule	TDP1 cell CPT	KAT2A inh	DT40 TDP1 no CPT
O=C(CN1C(=O)CCC1=O)Nc1ccc2c3c(cccc13)CC2	6.9%	0.4%	10.9%
Cc1ccc(C2/C(=C(\O)c3ccc4c(c3)OCCO4)C(=O)C(=O)N2Cc2cccnc2)cc1 (centres undefined)	-6.5%	-6.0%	8.0%
CCCCCCCCN1C(=O)[C@H](CC(=O)NCCCN2CCCC2=O)C[C@@]2(C(=O)OCC)CCCC=C12	?	.	?

Next records.
molecule	TDP1 cell CPT	KAT2A inh	DT40 TDP1 no CPT
COc1cccc(Oc2ccc(S(=O)(=O)N3CCCC3)cc2[N+](=O)[O-])c1	?	-9.2%	-26.8%
COc1ccnc(Oc2ccc(F)cc2)c1C(=O)N/C=N/OCc1c(Cl)cccc1Cl	-29.7%	2.6%	?
CCCCn1c(NC(=O)c2ccccc2)nc2ccccc21	?	-9.9%	?
COc1ccc([C@@H]2C[C@H](c3ccccc3)Oc3cc(C)cc(C)c32)cc1	-11.6%	0.5%	-12.4%
O=C(NNc1ccc(Cl)cc1)c1c(F)cccc1Cl	6.0%	-3.9%	-22.2%
COc1ccc(N2CCN(C(=O)CSc3nnc(-c4ccco4)n3C)CC2)cc1	4.6%	1.2%	-9.1%
CNC(=S)N(CCc1c(C)[nH]c2ccc(F)cc12)Cc1cccnc1	-9.7%	4.6%	-8.0%
COCCN(C(=O)COC(=O)c1ccccc1Cc1ccccc1)c1c(N)n(Cc2ccccc2)c(=O)[nH]c1=O	-1.6%	-25.3%	-6.0%
Cc1ccc(Cn2nc(C)cc2C(=O)Nc2ccccc2Cl)cc1	1.4%	26.6%	-1.1%
CC1CCCN(S(=O)(=O)c2ccc3c(c2)CCN3C(=O)C2CCC2)C1 (centres undefined)	-23.3%	-2.2%	-28.6%
CCOc1ccc(C2NC(=S)NC3=C2CCc2ccccc23)cc1 (centres undefined)	?	-4.4%	?
CN(C)CCNC(=O)c1cccc(-c2cnc3c(NC=O)cc(-c4ccc(S(C)(=O)=O)cc4)cn23)c1	7.5%	.	6.6%
C=CCn1c(SCC(=O)c2c(N)n(C)c(=O)n(C)c2=O)nnc1-c1ccccc1F	-10.8%	1.4%	?
CCOC(=O)c1ccccc1N/C=C1\CCCCC1=O	-27.7%	28.1%	-22.2%
Cc1nc2ccccc2c2oc(C(=O)Nc3ccc4c(c3)OCCO4)cc12	14.6µM*	-0.1%	14.6µM*
O=C(c1cccc(N2C(=O)C3C4C=CC(C4)C3C2=O)c1)N1CCN(c2ccccc2F)CC1 (centres undefined)	-10.7%	-0.8%	-0.7%
COc1ccc(-c2noc3c2-c2nc(-c4cccc(C)c4)sc2CC3)cc1	-23.4%	-8.9%	-2.7%
CC(=O)C1=C(O)C(=O)N(CCN(C)C)C1c1ccc(Cl)cc1 (centres undefined)	-3.1%	-2.9%	8.2%
O=S(=O)(c1ccccc1)c1nc(-c2cccs2)oc1NCc1cccnc1	-10.3%	-14.3%	-9.4%
N#CC(c1ccccc1)N(CCCCl)C(=O)c1ccc(Br)cc1 (centres undefined)	?	-9.4%	?
O=C(NC1CCCC1)c1ccc(CSc2nc3ccncc3n2Cc2ccc(F)cc2)cc1	?	2.9%&1.4%	16.4µM*
CCCNC(=O)C(=O)Nc1ccc(N(C)C)cc1	-14.3%	-5.1%	-25.3%
Cc1ccccc1OCC(=O)Nc1ccccc1-c1ccccc1NC(=O)COc1ccccc1C	?	-12.4%	14.6µM*
CCCc1cnc2c(c1SCc1cccc(C)c1)c(=O)n(C)c(=O)n2C	16.4µM*	-3.9%	?
C#CCOCCOCCOCCNc1nc(N2CCN(C(=O)Cn3cc(CCCN=C(N)N)nn3)CC2)nc(N2CCN(C(=O)[C@H]([C@@H](C)CC)n3cc(CCCCN)nn3)CC2)n1	-26.5%	-4.9%	-6.3%
O=C(Cc1c[nH]c2ccccc12)Nc1ccc(N2CCOCC2)cc1	2.1%	-6.8%	-19.8%
COc1ccc(-c2cc3c(=O)n(CC(=O)Nc4cc(F)ccc4F)ccn3n2)cc1OC	-8.8%	25.3%	-15.7%
CC(C)(C)OC(=O)N1C[C@H](O)C[C@H]1C(=O)OCC(=O)c1ccc([N+](=O)[O-])cc1	16.4µM*	-2.5%	?
O=C(Nc1ccccc1)c1cccc(N2C(=O)C3C4CC(C(Br)C4Br)C3C2=O)c1 (centres undefined)	-5.0%	-26.4%	5.5%
Cc1nn(CC(=O)NCc2ccc(Cl)cc2)c(C)c1[N+](=O)[O-]	-13.5%	-0.6%	0.0%
COc1ccc(NC(=O)CSc2n[nH]c(-c3ccncc3)n2)c([N+](=O)[O-])c1	12.7%	-4.0%	12.3%

Screening data deposited in PubChem BioAssay by National Center for Advancing Translational Sciences (NCATS).

Only part of the results is shown; rates above refer to the full screens.
